Assay outcomes: PubChem, Sanford-Burnham Center for Chemical Genomics
tim23-1 inh: inhibits growth of tim23-1 mutant yeast. hit rate 1.3% among 330,000. inhibition, % at 20 µM. S. cerevisiae tim23-1 growth, BacTiter-Glo luminescence, 24 h;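 active means growth inhibition of the mutant yeast at or above 50%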;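 further: temperature-sensitive mutant grown at 25 °C; plate controls were DMSO-treated mutant yeast for no effect and medium wells lacking yeast for full effect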
tim10-1 inh: tim10-1 yeast growth inhibition; S. cerevisiae tim10-1 ts strain growth, BacTiter-Glo, 24 h; hit rate 2.2% among 330,000; inhibition, % at 20 µM;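 active means inhibition of at least 40%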;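 further: mutant grown at 25 °C; 0% = DMSO wells with yeast and 100% = wells holding no yeast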
GRIN3A LBD mod: NR3A (human) ligand-binding domain modulation | NR3A LBD differential scanning fluorimetry, Tm shift; 0% = protein alone, 100% = glycine-bound protein | Tm shift relative to glycine control, % at 25 µM | hit rate 2.5% among 340,000;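 active means melting temperature shift of at least 10% of the positive control shift, at one fixed dose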
NLRP3 yeast inh: blocks the NALP3 inflammasome reconstituted in yeast; hit rate 0.39% among 330,000; inhibition, % at 10 µM; Yeast reconstituted NLRP3/ASC/caspase-1, beta-gal luminescence, 24 h;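 active means inhibition of 50% or more; inactive means inhibition below 50%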;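 further: plate controls were induced DMSO wells for no effect and uninduced yeast grown without galactose for full effect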
APJ antagonist: blocks the human apelin receptor APJ; CHO-K1 APJ beta-arrestin complementation, luminescence; inhibition, % at 20 µM; hit rate 0.32% among 330,000;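 active means inhibition above about 40% at 20 µM, limit read from the data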;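 further: cells challenged with 10 nM apelin-13 agonist together with compound; plate controls were apelin-13 plus DMSO wells for no effect and DMSO wells lacking apelin-13 for full effect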
Target sequence (P35414 whole entry, looked up): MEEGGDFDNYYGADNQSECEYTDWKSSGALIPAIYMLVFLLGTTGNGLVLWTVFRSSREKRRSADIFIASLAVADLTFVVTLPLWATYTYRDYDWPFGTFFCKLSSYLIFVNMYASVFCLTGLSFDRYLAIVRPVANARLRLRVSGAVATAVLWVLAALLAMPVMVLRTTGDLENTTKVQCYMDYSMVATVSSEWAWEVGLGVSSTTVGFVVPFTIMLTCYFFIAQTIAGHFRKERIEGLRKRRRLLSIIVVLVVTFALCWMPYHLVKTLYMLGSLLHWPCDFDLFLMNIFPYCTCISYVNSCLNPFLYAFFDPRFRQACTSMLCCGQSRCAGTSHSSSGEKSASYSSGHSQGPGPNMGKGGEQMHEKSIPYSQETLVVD
APJ agonist: activates the human apelin receptor APJ. hit rate 0.11% among 330,000. P35414. activation, % at 20 µM. AID 2520. CHO-K1 APJ PathHunter beta-arrestin, luminescence; 0% DMSO wells, 100% apelin;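 active means activation more than six SD over the plate average, tested at 20 µM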;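 further: 0% = DMSO alone and 100% = apelin-13 at 10 nM; some results filed as inactive read as strong as hits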
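Material: engineered CHO-K1 APJ arrestin reporter cells; amount: 1000 CHO-K1 reporter cells seeded per well; incubation: compound stimulation 90 min at 25 °C, detection 60 min; signal: luminescent beta-gal fragment complementation, chemiluminescent substrate; read-out basis: APJ agonist activity; controls: DMSO-only wells as negative, 10 nM Apelin-13 as positive control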
MPTP inh: permeability transition pore inhibition; isolated mouse mitochondria, Ca2+ swelling absorbance, 30 min; inhibition, % at 10 µM; hit rate 1.4% among 360,000;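 active means inhibition of 50% or more, scaled per plate between neutral and stimulator controls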;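 further: 0% = DMSO wells given calcium and 100% = 1 mM EGTA wells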
beta cell repl: MIN6 beta-cell proliferation induction; hit rate 0.29% among 330,000; proliferation, % at 10 µM; MIN6 cells proliferation, ATPlite luminescence, 48 h; cells starved in 0.2% serum; 100% = growth in 10% serum; AID 2380;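 active means compounds whose signal lies at least 3.5 SD above the mean of all wells on their plate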;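 further: 0% = DMSO-treated cells in low-serum medium and 100% = 10% serum control; some compounds called inactive have numbers as strong as hits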
TIM10 inh: TIM10 yeast growth inhibition; S. cerevisiae TIM10 strain growth, BacTiter-Glo luminescence, 24 h; inhibition, % at 10 µM; hit rate 1.4% among 330,000;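 active means inhibition of 40% or more at the single tested concentration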;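 further: wild-type TIM10 isogenic control strain grown at permissive 25 °C; 0% = DMSO yeast wells and 100% = minimal medium wells without yeast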
* marks the source's active call; other numbers are inactive results; . = no result given.

SMILES	tim23-1 inh	tim10-1 inh	GRIN3A LBD mod	NLRP3 yeast inh	APJ antagonist	APJ agonist	MPTP inh	beta cell repl	TIM10 inh
CSc1cccc(NC(N)=S)c1	12.7	-15.5	-1.5	19.7	15.2	-6.7	0.8	0.2	-6.8
CN(C)S(=O)(=O)c1cccc(NC(=O)c2ccc(-n3cncn3)c([N+](=O)[O-])c2)c1	-6.5	-0.2	-1.1	11.0	-55.3	10.1	-0.8	1.5	-6.3
Cc1nnc(SC(C)C(=O)Nc2sc3c(c2C#N)CCCC3)[nH]c1=O (stereo unspecified)	14.9	13.9	1.7	17.9	7.5	-2.1	0.0	0.0	-6.2
N#Cc1cn(OCc2ccccc2)c(=O)[nH]c1=O	-4.8	2.8	3.4	11.2	10.1	0.0	-0.4	-1.3	7.7
Cc1c(C(=O)N2CC3(CC(c4cccc(NC(=O)CC(c5ccccc5)c5ccccc5)c4)=NO3)C[C@@H]2C(N)=O)cc([N+](=O)[O-])cc1[N+](=O)[O-] (stereo partly specified)	16.4	11.4	8.4	15.8	-130.0	14.8	2.0	-6.5	6.0
COc1cc(NC(=O)CC(C)C)ccc1NC(=O)c1ccco1	35.1	15.0	2.0	15.0	7.9	-4.2	0.4	-2.7	14.7
O=C(CSc1nnc2ccc(-c3cccnc3)nn12)Nc1ccc(F)cc1	6.9	8.7	-0.6	3.8	-5.7	-2.2	-3.1	0.7	4.8
Cc1noc(C)c1COc1cccc(C(=O)N2CCN(C/C=C/c3ccccc3)CC2)c1	9.6	4.0	-3.0	1.6	6.8	-9.3	2.8	-2.5	26.4
Fc1ccc(OCc2cc(-c3ccccc3)no2)cc1	15.5	18.4	1.2	25.2	15.0	-3.1	0.9	-1.1	-0.7
O=C(O)c1ccc(C=NNC(=O)c2ccccc2NS(=O)(=O)c2cccs2)cc1	-6.0	-4.3	1.0	22.3	10.2	-2.1	-0.9	-3.6	6.6
CSC(C(=O)c1cc2ccccc2o1)c1ccccc1 (stereo unspecified)	3.0	-7.6	-0.8	9.8	-72.5	-3.5	0.4	-4.7	-9.1
O=C(NC(=C(Cl)Cl)S(=O)(=O)c1ccc(Cl)cc1)c1ccccc1	33.1	10.3	-0.8	31.5	-13.0	-0.5	2.7	-6.1	18.0
CCOC(=O)c1ccc(NS(=O)(=O)c2ccc3c(c2)oc(=O)n3C)cc1	-6.2	-12.8	-12.5	11.1	4.9	-2.8	-1.0	-2.7	2.1
COc1ccc(S(=O)(=O)N2CCN(C(=O)c3cc(C)oc3C)CC2)cc1OC	6.5	-9.6	1.2	8.8	10.4	0.9	-1.0	-3.7	9.4
CN(CC(=O)NCc1ccncc1)S(=O)(=O)c1cc(Cl)ccc1Cl	3.1	-19.1	0.5	18.9	16.0	-1.9	1.1	0.0	14.1
Cc1cc(C)cc(NC(=O)C2CCC(CNC(=O)[C@@H]3Cc4ccccc4CN3)CC2)c1 (stereo partly specified)	10.3	21.3	2.4	16.1	-15.5	-4.4	0.3	-0.5	0.4
Cc1c(NC(=O)C23CC4CC(CC(C)(C4)C2)C3)c(=O)n(-c2ccccc2)n1C	3.0	10.3	1.1	-3.8	-5.2	-3.7	1.0	1.6	15.5
CC(=O)NCC(=O)N1CCCC(C(=O)c2ccc3c4c(cccc24)CC3)C1 (stereo unspecified)	4.3	7.6	-1.0	-0.2	13.7	-3.0	0.3	-1.6	9.1
Cc1ccc(S(=O)(=O)NCCC(=O)Nc2ccc(Cl)c(Cl)c2)cc1C	-57.9	23.2	12.6*	26.7	10.0	-2.0	37.1	-5.8	23.7
COc1ccccc1C(=O)NCCC(=O)Nc1ccc(OC(F)(F)F)cc1	12.6	13.9	1.6	16.2	10.8	-2.2	-2.6	-1.1	12.8
O=C(COc1ccc(F)cc1Br)NCCCN1CCCC1=O	13.7	2.5	1.2	11.1	4.2	-0.3	0.0	2.6	4.0
O=C(c1cccc(Br)c1)N1CCN(c2ccc(N3CCOCC3)nn2)CC1	1.0	-10.7	1.2	1.3	-7.7	4.8	-1.7	-0.7	-0.4
CC(=O)N1CCN(C(=O)c2ccc(NS(=O)(=O)c3ccc4[nH]c(=O)[nH]c4c3)cc2)CC1	9.9	-8.2	0.3	6.7	11.4	-2.4	-1.1	-0.8	-0.8
c1ccc2c(c1)SCc1nnc(-c3ccncc3)n1-2	-6.9	-23.1	-0.5	14.5	-6.1	0.8	2.4	-1.9	-16.8
COCCN(C(=O)CSc1nnc(-c2ccc(C(C)(C)C)cc2)n1N)c1c(N)n(CC(C)C)c(=O)[nH]c1=O	7.5	23.1	-1.8	3.3	11.9	-3.0	-2.9	-2.0	4.0
COC(=O)c1ccc(Cn2nnc3c(=O)[nH]c(C4CCN(S(=O)(=O)c5ccc(F)cc5)CC4)nc32)cc1	21.4	20.8	-1.1	3.5	5.7	1.5	1.5	-5.8	-2.5
Cc1ccc2c(c1)-c1c(cnn1CC(=O)N(Cc1ccco1)C1CCCCC1)CO2	24.0	9.5	2.2	10.7	11.6	0.9	0.5	-5.4	-1.3
CC(C)(C)c1cc(N/C=C\c2nnnn2-c2ccc(Br)cc2)no1	21.2	17.5	-1.8	1.8	-0.7	3.0	10.7	-3.3	8.1
O=C(COc1ccc(F)cc1)Nc1ccc(-n2cnnn2)cc1	22.0	22.3	-10.4	6.9	-4.9	-0.8	1.3	-1.8	8.2
Cc1ccc(Cl)c(OCC(=O)Nc2cc(S(=O)(=O)N3CCOCC3)ccc2N2CCCC2)c1	16.8	18.2	-1.2	15.4	-16.5	-3.7	1.7	0.3	2.7
O=C(NCc1ccc2c(c1)OCO2)c1cc([N+](=O)[O-])ccc1N1CCCCC1	34.4	19.6	-2.5	20.7	14.1	-4.3	1.7	-4.0	24.1
COc1cccc(C2[C@H](C)C3(CCN2C)OCCO3)c1 (stereo partly specified)	-2.1	12.6	0.3	1.3	-7.4	-1.7	0.9	0.0	8.5
O=C(COC(=O)c1cccc(OC(F)F)c1)NC(=O)NC1CCCCC1	12.6	35.6	2.9	31.7	-44.6	-4.5	-1.0	3.6	13.0
CCOc1ccc(NC(=O)C2CCCN(S(=O)(=O)c3ccc(-n4cnnn4)cc3)C2)cc1 (stereo unspecified)	-3.9	9.0	-0.5	6.9	-10.7	-2.3	-0.8	-1.1	5.2
C[C@H]1CN([C@@H](C)CO)C(=O)Cc2cc(NC(=O)CCC(F)(F)F)ccc2O[C@H]1CN(C)CC1CC1	11.4	13.9	0.1	-5.4	1.9	-2.5	-0.4	-0.6	-0.7
CCC(=O)Nc1ccc(S(=O)(=O)Nc2c(NC)c3ccccc3oc2=O)cc1	7.3	27.0	7.5	-0.3	1.5	2.9	-1.7	-0.5	7.5
COc1ccc(Cc2[nH]n3c(=O)cc(C(C)C)nc3c2-c2ccccc2)cc1	-7.8	-8.8	-5.6	6.9	26.5	-0.6	2.4	-5.5	4.0
Cc1ccc2c(c1)N=C(c1ccc(Cl)cc1)CO2	13.8	9.4	-7.7	10.2	17.8	-4.9	1.4	-2.5	5.4
O=C(O)Cc1csc(-c2ccc(F)cc2)n1	4.9	19.6	0.4	-7.0	16.4	-2.7	-0.4	5.3	-13.3
Cc1ccc(S(=O)(=O)N2CCN(C(=O)CSc3ncn[nH]3)CC2)c(C)c1	-15.3	-10.4	1.1	8.7	-10.4	-2.6	-0.3	0.7	-9.8
CCN(CC)CCNC(=O)Cc1c(C(=O)O)n(C)c2ccccc12	13.8	8.7	1.0	-12.1	8.8	5.1	1.9	-1.3	3.9
Cc1nc2sc(C(c3cccc(F)c3)N3CCC(C)CC3)c(O)n2n1 (stereo unspecified)	10.0	13.3	1.2	10.4	6.5	3.1	-1.2	1.1	2.0
Nc1cccc(C(=O)Nc2ccccc2Cl)c1	6.5	5.9	0.8	0.8	-7.5	-3.5	1.4	-0.1	9.2
Cc1ccc(S(=O)(=O)CCC(=O)Nc2nnc(-c3ccccc3S(C)(=O)=O)o2)cc1	-10.2	4.5	-1.0	7.2	-13.9	-2.6	-2.7	3.6	-5.1
CC1CN(CCCOc2ccccc2-c2ccccc2)CC(C)O1 (stereo unspecified)	-32.6	-30.3	0.2	15.1	3.7	-0.7	3.4	-0.1	8.0
Nc1nc(SCc2ccc(F)cc2)n[nH]1	-4.9	-11.7	-2.3	16.7	16.3	-2.3	-0.2	2.1	-2.0
Cn1c(N)c(C(=O)COC(=O)c2ccc(Cl)c(S(=O)(=O)N3CCCCC3)c2)c(=O)n(C)c1=O	24.8	14.5	-0.7	9.0	-6.1	-0.1	1.3	0.0	15.4
Cc1ccc(-c2noc(CSc3nnnn3C3CCCCC3)n2)cc1	17.6	27.6	2.9	9.2	3.7	-2.1	-0.9	-2.5	-2.2
O=C(CSc1ccccc1F)NC1CCS(=O)(=O)C1 (stereo unspecified)	1.1	-1.1	-1.6	5.9	-1.5	-1.0	-0.3	0.0	10.6
COc1ccc(Cl)cc1-c1n[nH]c(=S)n1Cc1ccccc1	30.6	22.8	0.3	27.5	17.6	-4.5	2.3	-0.5	18.4
CCOC(=O)c1ccc(N=Cc2nc3ccccc3n2C)cc1	17.8	-3.9	-0.8	12.1	14.6	2.6	-1.2	-1.3	-6.1
O/N=C(\c1ccccc1)c1nccc2ccccc12	2.5	20.9	-0.8	-6.3	-47.8	8.3	-0.3	-1.3	4.4
Cc1ccc2c(c1)N(CC(=O)NCc1cccs1)C(=O)CO2	3.1	2.2	-2.0	-7.3	7.2	-1.9	-1.2	0.8	4.0
COC(=O)c1c(C(=O)OC)c(-c2ccc(C)cc2)n2c1CS(=O)(=O)C2	10.5	12.2	-2.1	14.3	2.9	-0.8	-2.7	2.0	11.9
CNC(=S)NNC(=O)Cn1ccc(C)n1	12.6	2.7	-2.0	2.4	-2.3	-1.8	-0.4	1.4	5.2
CN[C@@H](C)C(=O)NC[C@H]1O[C@@H](n2cnc3c(N)ncnc32)[C@H](O)[C@@H]1O	30.1	14.6	-1.0	.	.	.	-1.7	.	-14.2

Complete entries, quoted from the list.
Cc1ccc(Cl)c(OCC(=O)Nc2cc(S(=O)(=O)N3CCOCC3)ccc2N2CCCC2)c1 in the list: tim23-1 inh: 16.8; tim10-1 inh: 18.2; GRIN3A LBD mod: -1.2; NLRP3 yeast inh: 15.4; APJ antagonist: -16.5; APJ agonist: -3.7; MPTP inh: 1.7; beta cell repl: 0.3; TIM10 inh: 2.7
Cc1c(C(=O)N2CC3(CC(c4cccc(NC(=O)CC(c5ccccc5)c5ccccc5)c4)=NO3)C[C@@H]2C(N)=O)cc([N+](=O)[O-])cc1[N+](=O)[O-] (stereo partly specified) in the list: tim23-1 inh: 16.4; tim10-1 inh: 11.4; GRIN3A LBD mod: 8.4; NLRP3 yeast inh: 15.8; APJ antagonist: -130.0; APJ agonist: 14.8; MPTP inh: 2.0; beta cell repl: -6.5; TIM10 inh: 6.0
c1ccc2c(c1)SCc1nnc(-c3ccncc3)n1-2 in the list: tim23-1 inh: -6.9; tim10-1 inh: -23.1; GRIN3A LBD mod: -0.5; NLRP3 yeast inh: 14.5; APJ antagonist: -6.1; APJ agonist: 0.8; MPTP inh: 2.4; beta cell repl: -1.9; TIM10 inh: -16.8
